# MsrA inh: bovine MsrA inhibition; AID 651718; purified bovine MsrA, absorbance read-out; hit rate 0.75% among 360,000; inhibition, % at 15.5 µM; in the data active means inhibition above about 4.5%;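 further: 0% = vehicle wells with enzyme and 100% = reference inhibitor wells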
# MLLE-PAM2 inh: inhibitors of microRNA-mediated deadenylation, human PABP1 MLLE binding. P11940. AID 588489. hit rate 0.36% among 360,000. GST-MLLE / FITC-PAM2 fluorescence polarization. inhibition, % at 20 µM; in the data active means inhibition above about 35%, passing the limit was not always enough;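 further: plate controls were DMSO wells with GST-MLLE for no effect and wells lacking GST-MLLE protein for full effect; some results filed as inactive read as strong as hits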
# TbMetRS inhib: blocks T. brucei methionyl-tRNA synthetase activity | purified T. brucei MetRS, ATP depletion, Kinase-Glo luminescence | inhibition, % at 11.9 µM | AID 624268 | hit rate 0.4% among 360,000;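 active means inhibition above a per-plate cutoff of the control wells' mean inhibition plus 3 SD, cut at about 5.5% in these data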;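 further: 0% = DMSO wells median and 100% = median of wells with control inhibitor compound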
#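 Test system – parasite MetRS enzyme · Reagent – substrates ATP, L-methionine and bulk Escherichia coli tRNA · Doses – 11.9 µM compound single dose, 0.9% DMSO · Times – 15 min enzyme-compound preincubation, 2 h reaction, 10 min detection, 25 °C · Signal – Kinase-Glo luminescence, ATP depletion format · Controls – DMSO-only wells as low control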
# eLon inh: inhibits E. coli Lon protease; hit rate 0.42% among 360,000; purified E. coli Lon protease, fluorescence polarization; inhibition, % at 7.94 µM; P0A9M0; in the data active means inhibition above about 13%, passing the limit was not always enough;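 further: 0% = enzyme with probe and DMSO and 100% = no enzyme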
# SKN-1 block: inhibitors of C. elegans SKN-1 | hit rate 0.49% among 360,000 | inhibition, % at 21.8 µM | C. elegans VP596 Pgst-4::GFP/RFP ratio, acrylamide-induced, 24 h;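 active means interference check ratio from 0.5 to 1.5 plus GFP to RFP signal ratio inhibition reaching or exceeding a fixed threshold, cut at about 30% in these data, passing the limit was not always enough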; further: some compounds called inactive have numbers as strong as hits
# NRP1-CendR mod: modulators of CendR peptide binding to human neuropilin-1 | O14786 | FAM-RPARPAR peptide binding to NRP-1, fluorescence polarization | inhibition, % at 25 µM | hit rate 0.85% among 360,000;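 active means inhibition or corrected inhibition above about 18%, plus a signal ratio from 0.5 to 1.5, limit read from the data, passing the limit was not always enough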; further: strong numbers were not always called active
# Target sequence (O14786 whole entry, looked up): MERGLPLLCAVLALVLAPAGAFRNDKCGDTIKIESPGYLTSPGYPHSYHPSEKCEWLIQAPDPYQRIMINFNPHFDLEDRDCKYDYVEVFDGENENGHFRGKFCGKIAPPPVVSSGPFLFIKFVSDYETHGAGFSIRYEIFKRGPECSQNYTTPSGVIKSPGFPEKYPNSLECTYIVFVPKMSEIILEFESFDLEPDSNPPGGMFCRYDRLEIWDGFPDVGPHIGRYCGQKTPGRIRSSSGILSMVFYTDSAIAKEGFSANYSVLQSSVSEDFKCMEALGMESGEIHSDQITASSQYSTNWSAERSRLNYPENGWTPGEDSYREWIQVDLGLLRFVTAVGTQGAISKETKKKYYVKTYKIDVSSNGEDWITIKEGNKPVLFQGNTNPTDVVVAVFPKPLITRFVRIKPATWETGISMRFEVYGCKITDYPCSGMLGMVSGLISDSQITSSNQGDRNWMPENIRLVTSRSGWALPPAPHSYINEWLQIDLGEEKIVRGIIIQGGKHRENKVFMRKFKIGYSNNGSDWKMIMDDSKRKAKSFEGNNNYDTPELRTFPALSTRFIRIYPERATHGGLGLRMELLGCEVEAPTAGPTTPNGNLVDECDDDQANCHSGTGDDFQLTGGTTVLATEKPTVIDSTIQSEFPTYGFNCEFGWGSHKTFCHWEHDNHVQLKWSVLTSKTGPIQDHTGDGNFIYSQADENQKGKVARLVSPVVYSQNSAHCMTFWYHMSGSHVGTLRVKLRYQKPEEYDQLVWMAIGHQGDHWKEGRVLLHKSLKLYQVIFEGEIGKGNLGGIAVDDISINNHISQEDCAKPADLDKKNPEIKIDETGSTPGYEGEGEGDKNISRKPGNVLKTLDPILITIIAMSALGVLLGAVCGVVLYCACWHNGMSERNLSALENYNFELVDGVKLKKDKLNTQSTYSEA
# MsrA act: activators of bovine methionine sulfoxide reductase A; purified bovine MsrA, absorbance read-out; activation, % at 10.6 µM; hit rate 0.3% among 360,000; AID 602163; in the data active means activation above about 7.5%;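 further: 0% = vehicle and 100% = reference activator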
# MT1-MMP act inh: blocks activation of human MT1-MMP | hit rate 0.061% among 360,000 | GFP/RFP ratio change, % at 20 µM | HT1080 RFP-PRO-GFP cells, GFP/RFP ratio fluorescence, overnight; percent of plate control window, DMSO zero | P50281;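 active means GFP/RFP ratio change of at least 30% with cell ATP level not reduced by more than half and red fluorescence within 50% of control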; further: strong numbers were not always called active
#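 Material: RFP-PRO-GFP reporter HT1080 cells. Dosing: single-point 20 µM compound, 1% DMSO. Controls: DMSO and RFP-L50D-GFP cell wells. Timing: cells overnight before dosing, compound overnight, 37 °C, 5% CO2. Measure: GFP/RFP fluorescence ratio.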
# FAS-TE inh: FAS thioesterase (human) inhibition. P49327. recombinant FAS-TE, OMFH fluorogenic substrate, fluorescence endpoint. inhibition, % at 15 µM. hit rate 0.67% among 360,000. AID 602261;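 active means compounds whose normalised, plate-corrected inhibition of enzyme fluorescence in the single-dose primary screen is 50% or more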;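 further: 0% = DMSO with enzyme and 100% = substrate without enzyme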
# The depositor's hits bear a star.
SMILES,MsrA inh,MLLE-PAM2 inh,TbMetRS inhib,eLon inh,SKN-1 block,NRP1-CendR mod,MsrA act,MT1-MMP act inh,FAS-TE inh
COc1ccc(C2C(C(=O)OC3CCCCC3)=C(C)Nc3nnnn32)c(OC)c1OC (stereo not drawn),1.1,12,-0.2,-8,8,-12,-4,-8,38
COC(=O)c1nc(NC2=NCCCCC2)n[nH]1,0.4,-1,-0.4,1,-34,-5,-2,-2,-10
COc1ccc(OC)c2c(=O)cc(C(=O)O)[nH]c12,3.1,-4,-0.3,-5,-11,-1,-2,7,-8
Cn1c(SCC(=O)N/N=C/c2ccco2)nc2ccccc21,1.4,-2,0.7,-1,-8,0,0,4,-4
CC(=O)c1c(C)[nH]c(C(=O)CSc2ncnc3sc(-c4ccccc4)cc23)c1C,-0.1,-66,1.4,-14,13,-33,-2,-5,-8
CC(NS(=O)(=O)/C=C/c1ccccc1)c1ccccc1 (stereo not drawn),-0.2,15,0.2,-6,1,6,-2,-1,-4
Cc1cc(C)c2c(N)c(C(=O)Nc3ccccc3Cl)sc2n1,-0.3,5,-1.0,-1,6,-5,-6,2,-2
O=C(NCC(c1ccco1)N1CCCC1)c1cn(-c2ccccc2)nc1-c1ccc(F)cc1 (stereo not drawn),-0.1,13,-0.1,-10,1,3,0,-1,16
Cc1c(CCC(=O)O)c(=O)oc2cc3occ(-c4ccc(F)cc4)c3cc12,2.8,0,-0.5,-16,-1,-22,-11,5,0
Cc1ccc(F)cc1NC(=O)/C=C/c1ccc(S(=O)(=O)N2CCOCC2)cc1,0.0,-19,-0.1,-8,15,-1,-1,6,18
Cc1ccccc1C(=O)NNC(=O)Cc1cccc2ccccc12,1.0,-1,-0.2,-4,-9,16,-11,2,-4
O=S(=O)(Nc1ccc2c(c1)OCCO2)c1cccc2cccnc12,1.2,3,-0.4,12,-3,12,-4,-2,1
O=C(Nc1ccc(F)cc1)c1cccc(N2C(=O)C3C4C=CC(C4)C3C2=O)c1 (stereo not drawn),-0.3,10,-0.1,2,23,7,-2,2,-4
CCN1C(=O)C2(SC(NC(C)=O)=NN2C(C)=O)c2cc(C)cc(C)c21 (stereo not drawn),2.2,1,-0.6,-2,-1,0,0,2,-8
Cc1c(C(=O)NCc2ccc(C(F)(F)F)cc2)sc(=O)n1Cc1ccc(S(=O)(=O)N(C)C)cc1,1.1,1,-0.3,14,6,2,3,-5,22
CCN(CC)CCCNC(=S)N(Cc1cccs1)Cc1cc2cc3c(cc2[nH]c1=O)OCCO3,1.0,-118,0.3,-18,-9,-26,0,-7,-5
COc1ccc(C(=O)N2CCC2(C)C(=O)NC(C)C)c(OC)c1 (stereo not drawn),-1.1,8,0.6,-19,-1,8,-1,-1,-6
O=C1[C@H](c2ccccc2)[C@@H](c2ccccc2)N1c1ccncc1,-0.8,-4,-0.1,0,-10,10,-1,-13,7
O=C1NC(=O)C(Cc2ccc(Cl)cc2)(c2ccccc2)N1 (stereo not drawn),0.1,-15,-0.1,-11,-13,0,-1,4,-4
COc1ccc(CCC(=O)Nc2ccc3c(c2)OCO3)cc1,1.2,-11,0.0,-11,-7,2,-4,0,-3
COc1ccc(C(CNC(=O)c2ccc(S(=O)(=O)Nc3cccc(C)c3C)cc2)N2CCOCC2)cc1 (stereo not drawn),-0.1,-1,-0.1,-3,-4,4,-2,0,2
Cc1nc(NCCc2ccc(F)cc2)c(C#N)c(C)c1[N+](=O)[O-],-1.0,22,-0.3,1,1,3,-5,-4,20
O=C(NCCCO)C(=O)NCc1ccccn1,0.3,-13,-0.5,5,0,-2,0,-1,1
CC(=O)N(C)c1ccc(OCC(O)COc2ccc(N(C)C(C)=O)cc2)cc1,1.4,-9,-1.5,-11,6,15,1,0,-2
COc1ccc(-c2coc3c(C(=O)NCc4cccs4)cccc23)c(C)c1,0.8,-3,0.0,-12,12,-5,3,-6,20
COc1ccc(CCNC(=O)CS(=O)Cc2nc(-c3cccs3)oc2C)cc1OC (stereo not drawn),1.6,14,-0.4,-3,1,-7,1,5,-8
O=S(=O)(NCc1cccnc1)c1ccc(Cl)c2ccccc12,-0.4,15,-1.2,-1,11,19,-1,2,-1
CC(C)CC(NC(=O)c1ccc(Cl)cc1)C(=O)OCc1cc([N+](=O)[O-])cc2c1OCOC2 (stereo not drawn),1.3,10,-0.7,7,-1,7,1,0,52*
Cc1noc(NS(=O)(=O)c2ccc(NC(=O)CSc3nc4ccccc4[nH]3)cc2)c1C,1.2,7,0.2,1,10,3,-3,3,-8
O=c1oc2ccccc2c(O)c1/C=N/c1ncccn1,-0.3,-13,-0.9,-3,10,-18,-11,3,-10

# Pulled by structure from the entries so far:
SMILES,MsrA inh,MLLE-PAM2 inh,TbMetRS inhib,eLon inh,SKN-1 block,NRP1-CendR mod,MsrA act,MT1-MMP act inh,FAS-TE inh
O=S(=O)(NCc1cccnc1)c1ccc(Cl)c2ccccc12,-0.4,15,-1.2,-1,11,19,-1,2,-1
COc1ccc(-c2coc3c(C(=O)NCc4cccs4)cccc23)c(C)c1,0.8,-3,0.0,-12,12,-5,3,-6,20
CC(=O)N(C)c1ccc(OCC(O)COc2ccc(N(C)C(C)=O)cc2)cc1,1.4,-9,-1.5,-11,6,15,1,0,-2
Cc1nc(NCCc2ccc(F)cc2)c(C#N)c(C)c1[N+](=O)[O-],-1.0,22,-0.3,1,1,3,-5,-4,20

# Next section.
SMILES,MsrA inh,MLLE-PAM2 inh,TbMetRS inhib,eLon inh,SKN-1 block,NRP1-CendR mod,MsrA act,MT1-MMP act inh,FAS-TE inh
COc1cc(C(=O)NC2CCN(CC(=O)NC3CCCCC3)CC2)cc(OC)c1OC,0.2,-8,-0.5,-13,8,8,-1,1,0
CC(=O)c1ccc(S(=O)(=O)NC2CCCCCCC2)cc1,-1.9,-3,0.1,-6,16,2,-2,5,4
CC(CO)Nc1nc(SCc2ccccc2)nc2sc3c(c12)CCC3 (stereo not drawn),1.1,6,-0.9,9,6,-3,-3,4,13
COCCN(C(=O)CCC(=O)Nc1ccccn1)C(C(=O)NCCC(C)C)c1ccc(C)cc1 (stereo not drawn),0.5,-2,0.1,0,-17,-6,-2,-1,-6
C#CCNC(=O)C1=C[C@@H](c2ccc(C(F)(F)F)cc2)[C@H](CCCO)[C@@H](OCC)O1,-0.9,6,-0.1,0,-11,2,1,2,-5
COc1cc([C@H](Cc2ccccc2)NC(C)=O)oc(=O)c1,-0.2,32,0.4,18*,3,-25,-1,-4,-3
CCc1cccc(NC(=O)CC2SC(N3CCCC3)=NC2=O)c1 (stereo not drawn),0.1,0,-0.3,-1,-3,-7,1,1,-6
CC1CCC(NC(=O)CCS(=O)(=O)c2ccc3c(c2)oc(=O)n3C)CC1 (stereo not drawn),0.3,14,-0.3,3,10,-4,-3,-3,-1
CCOC(=O)c1cnc2c(OC)cccc2c1Nc1ccc2c(c1)OCCO2,0.5,2,0.0,0,4,-6,2,-7,7
O=C(Nc1cccnc1)c1cc([N+](=O)[O-])ccc1Cl,-0.3,4,2.2,0,0,5,-3,0,2
Cc1ccc(-c2nc(SCC(=O)c3c(N)n(C)c(=O)n(C)c3=O)n[nH]2)cc1,-0.1,-12,-0.6,0,6,-10,-8,1,-4
CN(C)CCNC(=O)Cn1ccc2cc(S(=O)(=O)N3CCCCC3)ccc21,1.4,-6,-0.5,-3,1,-3,-4,2,-11
COc1ccccc1NC(=S)NCc1cccs1,1.2,-5,-0.1,8,3,1,-2,-1,-5
CCCCOc1ccc(Cc2cnc(N)nc2N)cc1,-0.4,-6,0.6,8,2,0,-3,-2,-7
CCc1nonc1NC(=O)c1oc2ccc(Br)cc2c1C,-0.6,9,0.0,-14,7,4,-2,-2,0
Cc1ccc(OCCn2cc(/C=C/C(=O)O)c3ccccc32)cc1,0.5,8,-0.3,-8,3,-12,-2,-1,0
Cc1ccc2cc(CCNC(=O)C3CCCC3)c(=O)[nH]c2c1,0.5,10,-1.1,-12,-10,-9,-9,2,-7
Cc1cc(=O)[nH]c(SC/C=C/c2ccccc2)n1,0.4,18,-0.5,4,-4,-11,-5,1,-6
Cc1cc(C)c2[nH]c(=O)c(CN(CC3CCCO3)S(=O)(=O)c3ccc4c(c3)OCCO4)cc2c1 (stereo not drawn),0.1,7,0.3,-1,24,3,-2,-4,9
CN1CCN(Cc2nc3c(c(=O)n(C)c(=O)n3C)n2CCCc2ccccc2)CC1,0.2,0,0.5,1,-17,4,1,-20,-3
CCN(C(=O)COc1ncnc2scc(-c3ccc(F)cc3)c12)C1CCS(=O)(=O)C1 (stereo not drawn),-0.8,-26,-0.2,-7,8,-4,-2,1,-6
COc1ccc(N2CCN(C(=O)c3oc4ccccc4c3NC(=O)Cc3cccc(OC)c3)CC2)cc1,-0.8,-7,-0.4,-11,-11,3,-2,-6,22
COc1ccc(-c2noc(CNS(=O)(=O)c3ccc(NC(C)=O)cc3)n2)cc1OC,-0.8,11,0.0,4,-4,5,-3,5,-7
Cc1[nH]c2ccccc2c1C(=O)C(=O)N1CCN(c2ccccc2)CC1,0.5,6,12*,0,8,1,-3,-1,5
NC(=O)CSc1ccc(S(=O)(=O)N2CCOCC2)cn1,0.0,28,0.4,13,7,12,-3,-3,-9
CCCCCC(=O)Nc1c2c(nc3ccccc13)CCC2,-1.6,-13,-0.7,-3,3,4,0,-1,-1
Cc1ccc(C(=O)NCC(=O)Nc2ccc(C)c(S(=O)(=O)Nc3ccc(Cl)cc3)c2)s1,0.2,-1,-0.2,-4,11,-7,-2,-1,17
COc1ccc(C(=O)Nc2nc(C)cs2)cc1S(=O)(=O)N1CCCC1,0.1,-9,-0.6,1,4,-5,-5,3,-3
CC(C)CN1C(=O)C(=O)N(CC(=O)NCc2ccc3c(c2)OCO3)C1=O,0.2,-3,-0.5,-6,-1,11,-8,0,-6
COc1cc(-c2cc(NC(C)=O)c3ncc(-c4ccc(F)cc4)n3c2)cc(OC)c1OC,-0.5,12,-0.1,-5,18,-39,0,-2,10
Cc1ccccc1N1CCN(Cc2nc(Cc3ccccc3F)no2)CC1,-0.3,1,-0.7,6,-5,10,-1,-163,19
CC(Cc1ccccc1)NC(=O)CCCN1C(=O)c2ccccc2C1=O (stereo not drawn),1.7,4,0.2,2,12,-6,-1,3,-1
Cc1ccc(S(=O)(=O)N2C[C@H]3[C@H]4C(=O)N(c5ccccc5)C(=O)[C@H]4CC(=O)[C@H]3[C@@H]2c2cccc3ccccc23)cc1,0.2,5,0.0,-7,36*,8,-2,5,84*
COc1ccc(NC(=O)/C(=C\c2ccc(F)cc2)NC(=O)c2ccco2)cc1,0.1,-4,-0.3,3,-1,-2,-3,3,-3
COc1ccc2oc(=O)c(C(=O)Nc3cccc(C)c3)cc2c1,0.4,-6,0.7,-7,13,-21,0,-7,3
Cc1ccc(S(=O)(=O)NNC(=O)c2sc(=S)n(C)c2C)cc1,3.9,13,0.0,-2,5,-6,-2,-1,-2
Cn1nnnc1SCC(=O)NNC(=O)c1ccc(Br)cc1,1.7,7,-1.0,-1,2,2,-10,-2,-4
O=C(Nc1ccc2c(c1)C(=O)NC2=O)c1cccc(Cl)c1,0.6,-4,0.4,-2,1,-6,-1,4,1

# Screens as filed in PubChem BioAssay.
